GAA spleen mod – qHTS Assay for Inhibitors and Activators of Human alpha-Glucosidase From Spleen Homogenate. human spleen homogenate, 4-MU-alpha-glucoside fluorescence. Potency, µM (doses to about 79.9 µM), without a hit: top-dose activity change, negative = inhibition, usual class: inhibitors. hit rate 0.006% among 240,000;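 note: 0% = enzyme with vehicle and -100% = no enzyme basal signal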
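AC50 values come from Hill-equation fits of concentration-response data, normalized to no-enzyme and full-activity controls. Enzyme source: 1 ug human spleen homogenate; 1 mM fluorogenic 4-MU glucoside, pH 5.0 citrate buffer, 37 C, 40 min.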
IMPase Li cell – qHTS Assay for Identifying the Cell-Membrane Permeable IMPase Inhibitors: Potentiation with Lithium | CHO-M1 cells, IP1 TR-FRET (IP-One), carbachol + lithium | Potency, µM (titrated, usually from 59.4 µM), for inactives: at the top dose activity, negative = IMPase inhibition, hits mostly inhibitors | hit rate 0.35% among 210,000 | AID 1457, 2008;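 note: IP1 builds up when IMPase is blocked and the TR-FRET signal falls; plate controls were basal vehicle for no effect and high inhibitor control for full effect; nearly all actives have a fitted effect of over 50% in size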
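Readout is a homogeneous TR-FRET IP1 immunoassay (Ex 320, Em 665 and 620), where raised cytosolic IP1 lowers signal. Cells were CHO-M1 treated 30 min at 37C with test compounds plus a little lithium; AC50 values came from Hill-equation fitting.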
GAA glycogen – qHTS Assay for Inhibitors and Activators of Human alpha-Glucosidase Cleavage of Glycogen; Lysosomal alpha-glucosidase (Homo sapiens), P10253; AID 2100, 2009; Potency, µM (series often up to 76.4 µM), for inactives: top-dose activity change, negative = inhibition, usual class: inhibitors; hit rate 0.38% among 300,000; recombinant GAA, glycogen substrate, Amplex Red glucose oxidase fluorescence;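 note: 0% = full enzyme reaction and -100% = no-enzyme basal signal; the screen sought inhibitors and activators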
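Recombinant enzyme (4 nM final) with compounds titrated up to 77 uM and bovine liver glycogen (30 ug) in citrate pH 5.0, 0.01% Tween-20, 37 C 40 min. Released glucose detected by Amplex Red/glucose oxidase (Ex 573/Em 610); AC50 from Hill fits.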
GAA inh – qHTS Assay for Inhibitors of Human alpha-Glucosidase as a Potential Chaperone Treatment of Pompe Disease; purified human GAA, 4-MU-alpha-glucoside fluorescence; hit rate 0.005% among 200,000; Potency, µM (titrated, usually from 76.9 µM), inactives show at the top dose activity change, negative = inhibition, usual class: inhibitors; Lysosomal alpha-glucosidase (Homo sapiens), P10253; AID 1466, 2008;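 note: plate controls were uninhibited enzyme wells for no effect and no-enzyme background for full effect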
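Enzyme (4 nM final) mixed with compound (up to 77 uM), then 4-MU-alpha-D-pyranoside (400 uM final) added; 20 min at room temperature, pH 5.0. Reaction stopped at pH 10, fluorescence read, AC50 derived by Hill fit.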
HttQ103 aggreg – qHTS Multiplex Assay to Identify Dual Action Probes in a Cell Model of Huntington: Aggregate Formation (GFP); PC12 HttQ103-GFP aggregates, Acumen cytometry, 40 h; Potency, µM (series often up to 46.1 µM), for the others: at the highest dose activity change, negative = inhibition, hits mostly inhibitors; hit rate 1.1% among 220,000; note: % is set by controls: 0 for no effect and ±100 for the full control effect; nearly all actives have a fitted effect of over 60% in size
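Compounds (qHTS titration) were added to PC12 cells expressing an ecdysone-driven HTT exon 1 Q103–GFP fusion after induction with 100 nM tebufenozide. Aggregate formation was measured as GFP objects in cell lysates.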
HTT ATP protect – qHTS Multiplex Assay to Identify Dual Action Probes in a Cell Model of Huntington: Cytoprotection (ATP); PC12 HTT-Q103 induced, cytoprotection, ATP luminescence, 40 h; Potency, µM (titrated, usually from 56.4 µM), inactives show cytoprotection (ATP increase), actives largely listed as activators; hit rate 0.14% among 230,000;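 note: % of control where 0% means no effect; nearly all actives have a fitted effect of over 45% in size; toxic huntingtin expression switched on by the ecdysone agonist tebufenozide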
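Huntington model: PC12 line, ecdysone-inducible HTTQ103 exon1–GFP, tebufenozide 100 nM. Test articles in a dose series. Endpoint luminescence from cellular ATP.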
RGS12 GoLoco inh – qHTS Assay for Inhibitors of RGS12 GoLoco Motif Activity (Red Fluorophore); Guanine nucleotide-binding protein G(i) subunit alpha-1 (Homo sapiens), P63096; Gai1:RGS12 GoLoco peptide FP, rhodamine, 10 min; hit rate 0.44% among 230,000; Potency, µM (titrated, usually from 61.6 µM), for the others: at the top dose activity, negative = inhibition, most hits filed as inhibitors; active = well fitted inhibition curve with a large enough effect, not every such curve was filed as active; inactive = no such curve, though single readings can be large or run the other way; note: % is set by controls: 0 for no effect and ±100 for the full control effect; nearly all actives have a fitted effect of over 30% in size; many of its hits are not listed in these tables
Target sequence (P63096 whole entry, looked up): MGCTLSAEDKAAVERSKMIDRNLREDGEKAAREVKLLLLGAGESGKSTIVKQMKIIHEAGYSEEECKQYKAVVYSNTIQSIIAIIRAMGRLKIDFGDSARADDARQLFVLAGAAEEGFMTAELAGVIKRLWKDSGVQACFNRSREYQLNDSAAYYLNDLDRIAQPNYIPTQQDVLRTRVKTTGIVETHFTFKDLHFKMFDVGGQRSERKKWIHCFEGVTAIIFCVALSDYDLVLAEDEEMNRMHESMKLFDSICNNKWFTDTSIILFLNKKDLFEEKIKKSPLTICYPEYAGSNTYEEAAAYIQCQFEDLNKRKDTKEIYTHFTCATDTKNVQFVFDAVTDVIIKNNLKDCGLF
* hit, by the source's call; ? = inconclusive; . = no result given; [ ] = remark or other dose. Unless noted, calls come from the whole dose curve; as a rule, active = well fitted curve in the direction sought with a large enough effect; inconclusive = small, poorly fitted or top-dose-only effect, or another doubt; inactive = no such curve, though single readings can be large; an effect the other way counts as inactive or inconclusive. Potency is the fitted concentration of half-maximal effect. Some of the compounds tested, so the mix of outcomes need not match the whole.

The line under a structure holds: GAA spleen mod	IMPase Li cell	GAA glycogen	GAA inh	HttQ103 aggreg	HTT ATP protect	RGS12 GoLoco inh
Cc1cc(NC(=O)c2ccc(C)s2)n(-c2ccccc2)n1
  -6%	26%[38.3 µM]	9%	0%	-11%[9.22 µM]	-13%	-6%
CCOC(=O)C1CCN(C(=O)Cc2ccccc2OC)CC1
  5%	-3%	6%	-2%	-3%	?	1%
CCOC(=O)CC(=O)CSc1nc2c(sc(=S)n2-c2ccccc2)c(=O)[nH]1
  1%	.	0%	-2%	2%	0%	.
CCCn1nc(C(=O)Oc2ccc3c(C)cc(=O)oc3c2)c2ccccc2c1=O
  2%	?	7%	?	-30%	11%[10 µM]	-16%
C#CCN(C)CC/C=C1\c2ccccc2CSc2ccccc21
  -1%	25%	-15%	-6%	?	3%[1.9 µM]	8%
O=C(C[n+]1cccc(/C=N/O)c1)N1CCCCCC1
  5%	10%	5%	4%	-7%	23%	1%
Cc1sc2nc(SCc3nc(-c4ccccc4)no3)n(-c3ccccc3)c(=O)c2c1C
  -19%	10%	5%	-11%	-7%	?	10µM*
CCCCNC(c1ccccc1)c1ccncc1 (configuration not stated)
  2%	5%[38.3 µM]	9%	-4%	7%[9.22 µM]	-6%	2%
O=C(N/N=C/c1coc2ccccc2c1=O)c1cc(O)cc(O)c1
  -1%	0%	-6%	-2%	-22%	-40%[inhibitor]	7%
O=C(CN1CCCCC1)Nc1cc(Cl)ccc1Cl
  -16%	7%	6%	-4%	7%	9%[10 µM]	-7%
Cc1nonc1C(=O)N/N=C/c1ccc(O)c(O)c1
  -6%	-5%	7.9µM*	0%	-9%	-6%[10 µM]	-29%
CCN(CC)CCCn1c(=S)[nH]c2ncccc2c1=O
  -6%	30%[activator][38.3 µM]	-8%	3%	2%[1.84 µM]	-9%	9%
COC(=O)c1ccccc1NC(=O)c1ccccc1N(C)S(C)(=O)=O
  4%	11%[38.3 µM]	5%	-9%	7%	14%[1.9 µM]	9%
CN1C(=O)C(CC(=O)Nc2ccc(F)cc2)N(NC(=O)c2cccc(F)c2)C1=S (configuration not stated)
  2%	.	-8%	.	-9%[9.22 µM]	13%[10 µM]	2%
CC1(C)COC(c2cc([N+](=O)[O-])ccc2Cl)=N1
  5%	1%[38.3 µM]	9%	?	-11%	-9%	-5%

The line under a structure holds: GAA spleen mod	IMPase Li cell	GAA glycogen	GAA inh	HttQ103 aggreg	HTT ATP protect	RGS12 GoLoco inh
[O-]/C(=C(\C(=S)Nc1ccc(SC(F)F)cc1)[n+]1ccccc1)c1cc(Cl)ccc1Cl
  -5%	-4%	-8%	?	?	-1%	11%
Cc1sc(NC(=O)CN(Cc2ccc(F)cc2)C(=O)C(C)(C)C)c(C(N)=O)c1C
  -6%	8%	16%	4%	-1%	13%[10 µM]	-2%
Cc1ccc2c(c1)N(C(=O)c1ccco1)C(C)(C)c1ssc(=S)c1-2
  -7%	47%[activator][38.3 µM]	-5%	-4%	3%	3%	3%
CCc1nc(SCC(=O)OC(C)C)c2ccccc2n1
  -17%	-7%	-9%	?	7%[9.22 µM]	0%[10 µM]	15%
COC(=O)c1sccc1N/N=C(\C)c1ccc(F)c(Cl)c1
  -3%	-7%[38.3 µM]	8%	-10%	-1%	-24%	3%
O=C(O)c1cccc(COCC(F)(F)C(F)F)c1
  -9%	0%[38.3 µM]	2%	2%	7%	4%	9%
Cc1cc(CNC(=O)COc2ccc([N+](=O)[O-])cc2)c2ccccc2n1
  -7%	10%	3%	5%	-22%	-12%	3%
CC1CCc2nn(CC(=O)NCc3ccco3)cc2C1 (configuration not stated)
  -20%	3%	-1%	-4%	-20%	-6%	1%
CCC1(CC)NC(=O)N(CC(=O)OCn2nnc3ccccc3c2=O)C1=O
  3%	-9%[38.3 µM]	3%	-2%	2%	-17%[10 µM]	-15%
CC1CCN(S(=O)(=O)c2ccc(NC(=O)Cn3nnc(-c4ccccc4)n3)cc2)CC1
  -1%	4%[38.3 µM]	0%	-11%	2%	1%[10 µM]	4%
Cc1cc(NC(=O)/C(C#N)=C/c2ccc(-c3cccc(C(F)(F)F)c3)o2)n(-c2ccccc2)n1
  -6%	4%	3%	-1%	-25%	-8%[10 µM]	166%[activator]
CCOc1cc(C(=O)N2CCOCC2)ccc1OCc1ccccc1
  10%	15%[38.3 µM]	1%	-9%	-13%	5%[0.074 µM]	0%
CCOC(=O)/C(C#N)=C/c1cc(C)n(-c2ccccc2)c1C
  -5%	6%[38.3 µM]	-1%	-17%	2%[9.22 µM]	-72%[inhibitor]	11%
COc1ccc(NC(C)=O)cc1NC(C)c1nc2sc(C)c(C)c2c(=O)[nH]1 (configuration not stated)
  -6%	-10%	-4%	5%	29%	-29%	12%
CC(C)CCn1c(=O)c2ccccc2n2c(CN3C(=O)NC4(CCC(C)CC4)C3=O)nnc12 (configuration not stated)
  2%	6%[38.3 µM]	-7%	?	-6%	-24%	12%

The line under a structure holds: GAA spleen mod	IMPase Li cell	GAA glycogen	GAA inh	HttQ103 aggreg	HTT ATP protect	RGS12 GoLoco inh
O=C(NCC1CCCO1)C1CCN(S(=O)(=O)c2cccc3nonc23)CC1 (configuration not stated)
  -3%	2%[38.3 µM]	10%	-2%	5%	10%	5%
Cc1noc(C)c1S(=O)(=O)Nc1ccc(C(=O)N2CCN(c3ccc(Cl)cc3)CC2)cc1
  -4%	13%[38.3 µM]	-5%	-13%	?	-51%[inhibitor]	3%
CCCCN(CCCC)c1ncnc2nc[nH]c12
  -1%	1%	-11%	4%	?	-33%[inhibitor]	19%
COc1ccc(C(=O)N/N=C\c2coc3ccccc3c2=O)cc1
  1%	.	-12%	2%	-4%[9.22 µM]	-4%[10 µM]	4%
CC(=O)c1ccc(NC(=S)N2CCN(c3cccc(Cl)c3)CC2)cc1
  6%	6%	19%	0%	-26%	-16%	-3%
COc1cc(C)c(CNc2ccc(OC)c(OC)c2)cc1C
  2%	-6%[38.3 µM]	?	0%	7%	-19%[10 µM]	15%
Cc1cc(-c2nnc(SCc3cccnc3)o2)no1
  1%	7%[38.3 µM]	7%	-9%	8%	-17%[10 µM]	11%
COc1ccccc1N1CCN(C(=O)CSc2nc(C)cc(=O)[nH]2)CC1
  -2%	18%[38.3 µM]	-2%[76.3 µM]	-7%	13%	7%	8%
COC(=O)c1ccc(C2C(C(C)=O)=C(O)C(=O)N2CCO)cc1 (configuration not stated)
  -5%	-7%[38.3 µM]	-1%	1%	6%	16%	4%
Cc1ccc2nc(-c3sc4nc(C)ccc4c3N)[nH]c2c1
  -6%	-19%	?	3%	-7%	-67%[inhibitor][10 µM]	30%[activator]
COC(=O)CC(=O)N1CCN(c2ccc(Cl)c(Cl)c2)CC1
  9%	5%	1%	-5%	-4%	-57%[inhibitor]	3%
O=C(O)COc1ccc(S(=O)(=O)NCCc2ccccc2)cc1
  -3%	20%[38.3 µM]	0%	1%	1%	-9%[10 µM]	-7%
CCOC(=O)C1=C(C)NC(=S)NC1/C=C/c1ccccc1 (configuration not stated)
  0%	-10%	-16%	0%	-7%	8%[10 µM]	8%
C/C(CC(=O)c1ccccc1)=N\NC(=O)CC#N
  -3%	4%	-27%	-10%	-2%	-25%	5%
O=c1c2c([nH]c3ccccc13)CCCCCC2
  6%	29%[38.3 µM]	1%	1%	-7%	15%	-18%

The line under a structure holds: GAA spleen mod	IMPase Li cell	GAA glycogen	GAA inh	HttQ103 aggreg	HTT ATP protect	RGS12 GoLoco inh
Cc1ccc(NC(=O)C(=O)NCCOc2ccc(Cl)cc2)c(C)c1
  9%	5%	-3%	4%	17%	10%[10 µM]	6%
COc1ccc(C(=O)N2CCN(Cc3ccccc3C)CC2)cc1OC
  2%	1%[38.3 µM]	4%	-4%	-17%	-7%[0.074 µM]	-2%
CC(=O)[C@@H]1[C@@H]2C(=O)N(C3CCCCC3)C(=O)[C@@H]2C2c3ccccc3C=CN21 (some centres not stated)
  -11%	-11%[38.3 µM]	6%	-7%	5%	-14%	14%
CCN(CC)c1ccc(N=Nc2ncn[nH]2)cc1
  -7%	11%	2%	-12%	-15%	-146%[inhibitor]	43%[activator]
N#Cc1c2n(c3c(=O)n(CC(=O)c4ccc([N+](=O)[O-])cc4)cnc13)CCCCC2
  0%	-3%	-1%	-4%	-3%	.	-4%
COc1ccccc1C(=O)N1CCN(S(=O)(=O)Cc2ccccc2)CC1
  4%	-5%[38.3 µM]	-7%	-3%	-9%	0%	-2%
CCSc1nc2cc(OC)c(OC)cc2c(=O)n1CC
  2%	45%[activator][38.3 µM]	5%	-2%	-25%	-10%	9%
Cc1[nH]c(=O)[nH]c1CN1CCCCC1
  2%	-5%[38.3 µM]	-5%	-8%	-8%	-31%	6%
CCCCC(=O)N/N=C(\C)CC(=O)Nc1cc(Cl)ccc1OC
  -7%	2%[38.3 µM]	-4%	-4%	-7%	-15%	2%
Cc1ccc(C2CC(=O)N3CN(c4ccc(Br)cc4)CSC3=C2C#N)o1 (configuration not stated)
  4%	?	21%	-1%	13%	-77%[inhibitor][0.074 µM]	173%[activator]
CCOc1ccc(N(CC(=O)NC2CCCC(C)C2C)S(=O)(=O)c2c(C)noc2C)cc1 (configuration not stated)
  -6%	22%	6%	3%	-8%	-2%[10 µM]	-9%
O=C(NNC(=S)NC(=O)c1cccnc1)c1ccc(Cl)cc1
  -7%	-9%[38.3 µM]	?	5%	?	12%	8%
O=S(=O)(O)c1cc(O)c2c(O)c(N=Nc3cccc4ccccc34)c(S(=O)(=O)O)cc2c1
  .	7%	.	.	.	-2%[10 µM]	44%[activator][14.2 µM]

GAA glycogen, hit marks shown above.
structure	IMPase Li cell	GAA glycogen	GAA inh	HttQ103 aggreg	RGS12 GoLoco inh
Cc1nonc1C(=O)N/N=C/c1ccc(O)c(O)c1	-5%	7.9µM*	0%	-9%	-29%

Screening results: PubChem BioAssay, National Center for Advancing Translational Sciences (NCATS)
